INS promoter inh = inhibitors of insulin promoter-driven GFP, primary screen, imaging, TRM-6 cells (human fetal islet line), eGFP reporter, cell count | reporter expression induced with tamoxifen | inhibition, % at 2 µM | actives 0.9% (n = 130,000) | AID 1273, 2008;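 active = inhibition above the mean plus 3 SD, with well images judged a real hit on visual review, cut at about 60% in these data, passing the limit was not always enough; inconclusive = inhibition over the cutoff but images rejected on review; inactive = inhibition not above the cutoff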
SDO1 yeast rescue = growth rescue of sdo1-depleted yeast, primary screen, S. cerevisiae, bone marrow failure model. S. cerevisiae sdo1-depleted JHY4D growth rescue, OD600 30 h; active compounds read high; pdr5 snq2 efflux-pump mutant strain. z-score at 10 µM. actives 0.21% (n = 140,000);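 active = z-score above 3 at both the 24 hr and the 30 hr optical density reads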;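 note: z-score against mean and SD of all compound wells on the same plate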
SDO1 yeast rescue Rescue 24 h = recorded beside SDO1 yeast rescue, whose call it bears; z-score; S. cerevisiae sdo1-depleted JHY4D growth rescue, OD600; measured here: growth rescue at 24 h;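 0 is the plate mean of compound wells and units are plate SD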
Active calls of the source: *. Compounds as they come; 0.99% or so of the library scored in one or more.

Results for C=CCn1c(SCC(=O)c2ccc(Br)cc2)nnc1C(CC(C)C)NC(=O)c1cccs1 (stereo not drawn) ?
INS promoter inh: -17.9; SDO1 yeast rescue: -0.58; SDO1 yeast rescue Rescue 24 h: -0.19

Results for CCc1ccc2c(c1)c1nc(C)sc1n2CC(=O)OC ?
INS promoter inh: -3.6; SDO1 yeast rescue: 0.19; SDO1 yeast rescue Rescue 24 h: 0.17

What do the screens show for `O=[N+]([O-])c1ccc(N=Cc2sc3ccccc3c2O)cc1`?
INS promoter inh: -5.3; SDO1 yeast rescue: -0.01; SDO1 yeast rescue Rescue 24 h: 1.06

Results for O=C(Nc1ccsc1C(=O)NC1CCCCC1)c1ccccc1 ?
INS promoter inh: 3.7; SDO1 yeast rescue: -1.42; SDO1 yeast rescue Rescue 24 h: -1.12

Results for O=C1N=C(N2CCCCC2)S/C1=C\c1cn[nH]c1-c1ccccc1 ?
INS promoter inh: 23.3; SDO1 yeast rescue: 0.39; SDO1 yeast rescue Rescue 24 h: -0.07

How did CC(=O)c1sc(NS(=O)(=O)c2ccc(C)cc2)nc1C do in these assays?
INS promoter inh: 6.2

What do the screens show for `Cc1ccn2cc(CCNS(=O)(=O)c3ccc(F)c(C(F)(F)F)c3)nc2c1`?
SDO1 yeast rescue: -0.09; SDO1 yeast rescue Rescue 24 h: -0.4

What do the screens show for `O=C(NC(=S)NCCCN1CCOCC1)c1ccco1`?
INS promoter inh: 28.6

How did Cn1c(SCC(=O)OCC(=O)c2ccccc2)nnc1-c1cccs1 do in these assays?
INS promoter inh: 56.2; SDO1 yeast rescue: 0.45; SDO1 yeast rescue Rescue 24 h: -0.02

How did CCOC(=O)C(O)(CCC(O)(C(=O)OCC)C(=O)OCC)C(=O)OCC do in these assays?
SDO1 yeast rescue: -0.03; SDO1 yeast rescue Rescue 24 h: -1.07

Results for CCN(CC)C(=S)Nc1cc(C(=O)OC)ccc1C(=O)OC ?
INS promoter inh: -10.3; SDO1 yeast rescue: -0.25; SDO1 yeast rescue Rescue 24 h: -0.42

What do the screens show for `CCOc1cccc2cc(C(=O)NCc3cccnc3)c(=O)oc12`?
INS promoter inh: -25.3; SDO1 yeast rescue: -0.35; SDO1 yeast rescue Rescue 24 h: -1.18

Results for Cc1ccc(C2CC(c3ccc(Cl)cc3)n3nc(N)nc3N2)cc1 (stereo not drawn) ?
SDO1 yeast rescue: -0.21; SDO1 yeast rescue Rescue 24 h: 0.5

Results for CCn1ccnc1CNCc1cn(-c2cc(C)ccc2C)nc1-c1ccccc1 ?
INS promoter inh: 0.0

What do the screens show for `CCC1Sc2ccccc2N(CC(=O)NC2CCCCC2)C1=O` (stereo not drawn)?
INS promoter inh: -20.0

How did CCCNC(=O)COC(=O)c1ccc(-c2ccccc2)cc1 do in these assays?
INS promoter inh: 53.3

Results for CCOC(=O)CSC1=Nc2ccccc2C2=NC(CC(=O)NCc3cccs3)C(=O)N12 (stereo not drawn) ?
INS promoter inh: 60.0; SDO1 yeast rescue: 0.53; SDO1 yeast rescue Rescue 24 h: 0.37

Results for COc1ccc(CCN(C)C(=O)CNC(=O)c2ccccc2F)cc1OC ?
INS promoter inh: -9.1

Results for Cc1cc(C)nc(NC(=NCCc2c[nH]c3ccccc23)NC(=O)c2ccco2)n1 ?
INS promoter inh: -42.4; SDO1 yeast rescue: 0.27; SDO1 yeast rescue Rescue 24 h: 3.47

How did CCN(CC)C(=O)CSc1nc2sc3c(c2c(=O)n1-c1ccc(C)cc1)CC(C)(C)SC3 do in these assays?
INS promoter inh: -31.0; SDO1 yeast rescue: -0.25; SDO1 yeast rescue Rescue 24 h: -0.04

Results for CCN(CC)S(=O)(=O)c1ccc(NS(=O)(=O)c2cccs2)cc1 ?
INS promoter inh: 30.8

How did Cc1cc(C)nc(Sc2nc(Nc3ccccc3)nc(Sc3nc(C)cc(C)n3)n2)n1 do in these assays?
SDO1 yeast rescue: 0.48; SDO1 yeast rescue Rescue 24 h: -0.41

Results for O=C1C2C3c4ccccc4C(c4ccccc43)[C@@H]2C(=O)N1c1cccnc1 (stereo partly drawn) ?
SDO1 yeast rescue: 0.82; SDO1 yeast rescue Rescue 24 h: 0.54

What do the screens show for `O=C(c1ccccc1)N1CCN2C(=O)c3ccccc3C12c1ccc(Cl)cc1` (stereo not drawn)?
INS promoter inh: -71.4; SDO1 yeast rescue: -0.74; SDO1 yeast rescue Rescue 24 h: -0.14

What do the screens show for `CC(C)n1c(=S)[nH]c2ccccc21`?
SDO1 yeast rescue: -0.57; SDO1 yeast rescue Rescue 24 h: -1

Results for CCOC(=O)NC(CC(=O)O)c1ccc(OC)c(OC)c1 (stereo not drawn) ?
INS promoter inh: 6.2; SDO1 yeast rescue: -0.39; SDO1 yeast rescue Rescue 24 h: -0.78

Results for Cc1ccccc1OCc1nnc(SCC(=O)N2c3ccccc3Sc3ccc(Cl)cc32)o1 ?
INS promoter inh: 18.2; SDO1 yeast rescue: 2.3; SDO1 yeast rescue Rescue 24 h: 1.94

Results for O=C(CC(Nc1cccc(Cl)c1Cl)C(=O)OCC(=O)c1cccs1)c1ccccc1 (stereo not drawn) ?
SDO1 yeast rescue: 0.58; SDO1 yeast rescue Rescue 24 h: 0.8

What do the screens show for `O=C(CS(=O)(=O)Cc1ccccc1)Nc1ccc2c(c1)OCO2`?
INS promoter inh: 0.0

What do the screens show for `CC1CCC(NC(=O)c2ccc3nc[nH]c3c2)CC1` (stereo not drawn)?
INS promoter inh: 28.9; SDO1 yeast rescue: 0.17; SDO1 yeast rescue Rescue 24 h: 0.11

What do the screens show for `O=C(NC1=NCCS1)C12CC3CC(CC(C3)C1)C2`?
INS promoter inh: 52.9

Results for O=C(CCN1C(=O)c2ccncc2C1=O)Nc1cc(F)ccc1F ?
INS promoter inh: 25.0

What do the screens show for `O=C(CSc1oc(-c2cccs2)nc1S(=O)(=O)c1ccc(F)cc1)NCC1CCCO1` (stereo not drawn)?
SDO1 yeast rescue: 0.45; SDO1 yeast rescue Rescue 24 h: -0.11

Results for CCCc1nc(SCC(=O)Nc2cc(C)on2)c2ccccc2n1 ?
INS promoter inh: 16.7; SDO1 yeast rescue: -0.13; SDO1 yeast rescue Rescue 24 h: -0.27

How did Nc1c(C(=O)NCc2ccco2)sc2nc(N3CCOCC3)c3c(c12)CCCC3 do in these assays?
INS promoter inh: -28.6; SDO1 yeast rescue: -1.15; SDO1 yeast rescue Rescue 24 h: -1.15

What do the screens show for `O=C(Nc1nnc(CCOCCOCCc2nnc(NC(=O)c3ccco3)s2)s1)c1ccco1`?
INS promoter inh: 37.8; SDO1 yeast rescue: -0.27; SDO1 yeast rescue Rescue 24 h: -0.56

How did Cc1cccc(Nc2ccccc2C(=O)O)c1C do in these assays?
INS promoter inh: -4.5; SDO1 yeast rescue: -0.29; SDO1 yeast rescue Rescue 24 h: -1.38

What do the screens show for `COc1cc(/C=N/NS(=O)(=O)c2ccc3ccccc3c2)ccc1OCCN1CCOCC1`?
INS promoter inh: 20.0; SDO1 yeast rescue: 1.19; SDO1 yeast rescue Rescue 24 h: 0.28

Results for O=c1nc(N2CCCCCC2)nc(N2CCCCCC2)[nH]1 ?
SDO1 yeast rescue: -0.62; SDO1 yeast rescue Rescue 24 h: -1.66

Results for Cc1nc2c(-c3ccccc3)c(C)nn2c(N)c1-c1ccccc1 ?
INS promoter inh: 62.2; SDO1 yeast rescue: -2.04; SDO1 yeast rescue Rescue 24 h: -1.19

How did O=C(Nc1ccc(Cl)cc1)N1CC=CCC1 do in these assays?
INS promoter inh: 63.0*; SDO1 yeast rescue: 1.36; SDO1 yeast rescue Rescue 24 h: 1.22

What do the screens show for `C=CCNC(=O)c1ccccc1NC(=O)c1ccccc1SC`?
INS promoter inh: 5.0

How did CC(C)C(=O)NCc1cc(-c2ccc(Cl)cc2)no1 do in these assays?
INS promoter inh: 55.0

What do the screens show for `O=C(c1n[nH]c2c1CCCC2)n1ccnc1`?
SDO1 yeast rescue: 1.62; SDO1 yeast rescue Rescue 24 h: 1.58

What do the screens show for `O=C(COc1ccc(Br)cc1)Nc1ccncc1`?
INS promoter inh: 49.3; SDO1 yeast rescue: -0.63; SDO1 yeast rescue Rescue 24 h: -0.63

Four compounds picked at random from the list so far:
Results for Cc1nc2c(-c3ccccc3)c(C)nn2c(N)c1-c1ccccc1 ?
INS promoter inh: 62.2; SDO1 yeast rescue: -2.04; SDO1 yeast rescue Rescue 24 h: -1.19

What do the screens show for `O=C(Nc1nnc(CCOCCOCCc2nnc(NC(=O)c3ccco3)s2)s1)c1ccco1`?
INS promoter inh: 37.8; SDO1 yeast rescue: -0.27; SDO1 yeast rescue Rescue 24 h: -0.56

How did Nc1c(C(=O)NCc2ccco2)sc2nc(N3CCOCC3)c3c(c12)CCCC3 do in these assays?
INS promoter inh: -28.6; SDO1 yeast rescue: -1.15; SDO1 yeast rescue Rescue 24 h: -1.15

What do the screens show for `O=C(COc1ccc(Br)cc1)Nc1ccncc1`?
INS promoter inh: 49.3; SDO1 yeast rescue: -0.63; SDO1 yeast rescue Rescue 24 h: -0.63

More entries follow:
Results for CC(=O)Nc1nc(=S)ss1 ?
INS promoter inh: inconclusive; SDO1 yeast rescue: 0.8; SDO1 yeast rescue Rescue 24 h: -0.25

Results for CC(C)Oc1ccc(CC2CCC(=O)N(C)C2=O)cc1 (stereo not drawn) ?
INS promoter inh: 13.8; SDO1 yeast rescue: 0.63; SDO1 yeast rescue Rescue 24 h: 0.08

How did COc1cc(/C=C(/C#N)c2ccccc2)ccc1Oc1ccc([N+](=O)[O-])cn1 do in these assays?
SDO1 yeast rescue: -0.22; SDO1 yeast rescue Rescue 24 h: 0.72

What do the screens show for `COc1ccc(-c2nn(-c3ccccc3)cc2/C=N/N=C(N)N)cc1OC`?
INS promoter inh: 11.1; SDO1 yeast rescue: -0.45; SDO1 yeast rescue Rescue 24 h: -0.21

What do the screens show for `CC1CCN(CC(=O)Nc2ccccc2C#N)CC1`?
INS promoter inh: -361.1; SDO1 yeast rescue: 1.23; SDO1 yeast rescue Rescue 24 h: 1.65

Results for Cc1cc(NCc2ccco2)nc2cc(O)ccc12 ?
SDO1 yeast rescue: -0.54; SDO1 yeast rescue Rescue 24 h: -0.46

How did CCN(CC)C(=O)c1ccc(/C=C/c2c[nH]c3ccccc23)[n+](C)c1 do in these assays?
INS promoter inh: -16.7; SDO1 yeast rescue: 1.81; SDO1 yeast rescue Rescue 24 h: 1.48

How did COC(=O)c1[nH]c2ccccc2c1NS(=O)(=O)c1ccc(OC)cc1OC do in these assays?
INS promoter inh: 72.4; SDO1 yeast rescue: 0.22; SDO1 yeast rescue Rescue 24 h: 0.21

What do the screens show for `CCCCCCCN(C(=O)CCl)c1ccccc1C`?
SDO1 yeast rescue: -0.06; SDO1 yeast rescue Rescue 24 h: 0.18

How did CCn1ncc(Br)c1C(=O)Nc1ccccc1C(=O)OC do in these assays?
INS promoter inh: -9.3

Results for CCOC(=O)N1CCC(N2Cc3cccc(C(=O)Nc4cccc(F)c4)c3C2=O)CC1 ?
INS promoter inh: 56.2

How did COc1ccc(CC(=O)N/N=C/c2cccn2-c2ccc([N+](=O)[O-])cc2)cc1OC do in these assays?
SDO1 yeast rescue: -0.52; SDO1 yeast rescue Rescue 24 h: -1.23

Results for COc1ccc(N2CCN(C(=O)CCNC(=O)c3ccccc3)CC2)cc1 ?
INS promoter inh: 5.3

What do the screens show for `CCc1ccc(-n2cccc2/C=C2/C(=N)N3C(=NC2=O)SN=C3S(C)(=O)=O)cc1`?
INS promoter inh: -125.0

Results for COC(=O)CCC(=O)Nc1cc(S(=O)(=O)Nc2ccc(Cl)cc2)ccc1N1CCOCC1 ?
INS promoter inh: -103.3; SDO1 yeast rescue: 0.49; SDO1 yeast rescue Rescue 24 h: -0.06

How did O=C(CCN1C(=O)S/C(=C\c2ccccc2)C1=O)N1CCOCC1 do in these assays?
INS promoter inh: 3.9

How did Cc1ccccc1Cn1c(=N)n(CC(=O)c2ccco2)c2ccccc21 do in these assays?
SDO1 yeast rescue: -1.02; SDO1 yeast rescue Rescue 24 h: -0.76

What do the screens show for `O=C(/C=C/Nc1ccc(F)c(F)c1)c1ccc(Br)cc1`?
INS promoter inh: 42.9; SDO1 yeast rescue: -0.64; SDO1 yeast rescue Rescue 24 h: 1.33

How did Cn1c(=O)n(Cc2ccco2)c(=N)c2c3c(sc21)CCC3 do in these assays?
INS promoter inh: 26.3; SDO1 yeast rescue: 0.63; SDO1 yeast rescue Rescue 24 h: 0.62

What do the screens show for `COc1cccc(/C=C/C(=O)OCC(=O)Nc2cccc(S(=O)(=O)N3CCCCC3)c2)c1OC`?
INS promoter inh: -7.1; SDO1 yeast rescue: -0.04; SDO1 yeast rescue Rescue 24 h: -0.7

How did COc1ccc(OCC(=O)Nc2ccccc2Cl)cc1 do in these assays?
INS promoter inh: -14.3

What do the screens show for `Cc1cc(NC(=O)c2ccc(NC(=O)CC(C)C)cc2)no1`?
INS promoter inh: inactive; SDO1 yeast rescue: -0.02; SDO1 yeast rescue Rescue 24 h: -0.94

What do the screens show for `CNC(=O)c1c(O)c2cccc3c2n(c1=O)CC3`?
INS promoter inh: -143.8

What do the screens show for `O=C(CN1CCN(c2ccccn2)CC1)N1CCc2ccccc21`?
SDO1 yeast rescue: 0.6; SDO1 yeast rescue Rescue 24 h: 0.57

How did CC1CCC(NC(=O)c2ccc(/C=C3\Oc4ccccc4N(C)C3=O)cc2)CC1 (stereo not drawn) do in these assays?
INS promoter inh: 12.9; SDO1 yeast rescue: -1.31; SDO1 yeast rescue Rescue 24 h: -1.02

How did COc1ccccc1CC(=O)Nc1cc(Cl)ccc1O do in these assays?
INS promoter inh: 4.7; SDO1 yeast rescue: -0.67; SDO1 yeast rescue Rescue 24 h: -1.5

Screening data deposited in PubChem by several laboratories.
